C2C12 statin: suppressors of simvastatin-induced myotoxicity in C2C12 myotubes; ATP luminescence, 48 h; scaled: DMSO 0, geranylgeraniol control 100; 330,000 tested, 0.78% active; rescue of ATP level, % at 7.49 µM;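 active = mean ATP rescue above about 67%, or every replicate alone reaching that limit, limit read from the data, passing the limit was not always enough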;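 note: myotubes were challenged with 10 µM simvastatin during compound exposure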
LGR2 antag: Drosophila LGR2 receptor signaling inhibition; HEK293 LGR2, CRE-luciferase, bursicon-stimulated, 4 h; AID 720647; 380,000 tested, 0.35% active; inhibition, % at 9.99 µM;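 active = drop in luminescence signal, shown as inhibition above about 50% in the replicate tests, limit read from the data, passing the limit was not always enough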;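 note: agonist challenge used bursicon conditioned medium at about half maximal strength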
Casp6 inh: caspase-6 (human) enzyme inhibition | purified caspase-6, Z-VEID-R110 cleavage fluorescence | inhibition, % at 12.5 µM | 350,000 tested, 0.53% active;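 active = mean inhibition across replicates at least about 35%, with every replicate also reaching that limit, limit read from the data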;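 note: 0% = median of neutral control wells and 100% = no fluorescence left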
Target sequence (P55212 24-179 limits assumed): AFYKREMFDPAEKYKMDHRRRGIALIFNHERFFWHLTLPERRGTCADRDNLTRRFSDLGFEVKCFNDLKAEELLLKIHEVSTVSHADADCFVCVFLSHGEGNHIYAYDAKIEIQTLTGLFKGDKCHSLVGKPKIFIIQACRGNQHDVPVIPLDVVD
Target sequence (P55212 194-293 limits assumed): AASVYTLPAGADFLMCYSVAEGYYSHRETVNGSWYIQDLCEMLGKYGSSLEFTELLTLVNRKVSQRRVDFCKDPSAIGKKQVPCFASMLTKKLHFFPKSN
FN deposition inh: fibronectin deposition inhibition | AH1F fibroblasts, Alexa488-fibronectin deposition fluorescence, overnight | inhibition, % at 12.6 µM | 350,000 tested, 0.086% active;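 active = mean inhibition across replicates of 30% or more, regardless of how many single replicates reach that level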;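 note: positive control wells lacked labelled fibronectin entirely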
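Assay system: AH1F fibroblast monolayer, labelled fibronectin deposition. Amount: 10000 cells per well. Also added: labelled fibronectin 24 nM. Compound: single-point pinned compound. Incubation: cell attachment 1 h, compound and FN exposure overnight. Detection: fluorescence after three HBSS washes, excitation 485 nm, emission 525 nm. Read-out: inhibition of fibronectin deposition signal.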
esBAF inh: SWI/SNF esBAF complex inhibition | mouse ES cells, Bmi1-luciferase knock-in reporter, 24 h; 100% = twice the neutral-well signal | reporter increase, % at 12.5 µM | 350,000 tested, 2% active | AID 602393; in the data active = activation above about 40%;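 note: 0% = median of the plate's neutral control wells and 100% = double that signal; a rise in the Bmi1 reporter signal indicates esBAF inhibition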
S100A4 MyoIIA: inhibitors of human S100A4 binding to myosin IIA peptide | P26447 | inhibition, % at 10.7 µM | S100A4/TAMRA-MyoIIA peptide fluorescence polarization | 360,000 tested, 0.14% active;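 active = mean inhibition of at least 70% across replicates, with every replicate also reaching that level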
Target sequence (P26447 whole entry, looked up): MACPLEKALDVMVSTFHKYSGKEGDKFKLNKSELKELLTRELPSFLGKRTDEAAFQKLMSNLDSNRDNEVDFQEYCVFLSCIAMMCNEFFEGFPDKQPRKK
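Material: S100A4 monomer protein | Medium: HEPES pH 7.2 with CaCl2, KCl, NaCl, DTT, Triton | Reagent: Labelled myosin peptide probe, 5 nM | Doses: One dose per compound | Times: 5 min incubation before reading | Benchmarks: Neutral control DMSO, positive control TFP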
SIRT5 block: inhibitors of human sirtuin-5 desuccinylase | inhibition, % at 15 µM | Q9NXA8 | 330,000 tested, 1.1% active | Purified SirT5, succinyl-peptide AMC, trypsin-coupled fluorescence; in the data active = inhibition above about 15%
Target sequence (Q9NXA8 whole entry, looked up): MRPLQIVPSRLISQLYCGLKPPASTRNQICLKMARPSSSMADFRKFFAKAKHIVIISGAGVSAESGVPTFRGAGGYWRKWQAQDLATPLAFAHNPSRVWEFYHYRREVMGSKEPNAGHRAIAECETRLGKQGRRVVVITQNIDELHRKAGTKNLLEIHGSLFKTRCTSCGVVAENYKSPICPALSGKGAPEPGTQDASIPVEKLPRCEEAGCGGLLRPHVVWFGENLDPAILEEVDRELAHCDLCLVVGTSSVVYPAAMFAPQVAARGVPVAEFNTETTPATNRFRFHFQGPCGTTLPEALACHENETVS
* marks the source's active call; other numbers are inactive results; nt = not tested or not shown; & = joins results of further samples. An excerpt; rates above refer to the full screens.

#1 O=C(Nc1cccc(S(=O)(=O)NCc2ccco2)c1)c1cccc(Cl)c1
#2 CC(=O)c1cccc(NC(=O)C2CC(=O)N(c3ccc4c(c3)OCCO4)C2)c1 (configuration not stated)
#3 C[C@@H]1CN([C@@H](C)CO)C(=O)CCCn2cc(nn2)CO[C@@H]1CN(C)Cc1ccc2c(c1)OCCO2
#4 O=C(NCc1ccccc1)c1ccc(CS(=O)(=O)c2ccc(Br)cc2)o1
#5 COc1ccc(C#Cc2ccc([C@H]3[C@@H](CO)N4CCCCN(C)C[C@@H]34)cc2)cc1
#6 O=C(CCn1c2c(c3ccccc31)CCCC2)NNC(=O)c1ccc([N+](=O)[O-])cc1
#7 Cc1ccc(-c2cc(-c3ccccc3)nc(N)c2C#N)o1
#8 CNC[C@H]1Oc2ccc(NC(=O)Nc3ccc4c(c3)OCO4)cc2C(=O)N([C@H](C)CO)C[C@@H]1C

| Assay by compound | 1 | 2 | 3 | 4 | 5 | 6 | 7 | 8 |
| --- | --- | --- | --- | --- | --- | --- | --- | --- |
| C2C12 statin | 6 | -11 | -7 | -3 | 14 | nt | -3 | -9&0 |
| LGR2 antag | 2 | -8 | -11 | 2 | -27 | nt | -15 | 6 |
| Casp6 inh | 5 | 3 | -3 | 0 | 1 | 5 | 0 | 0&-6 |
| FN deposition inh | 4 | 3 | -5 | 4 | 3 | 3 | 3 | 0 |
| esBAF inh | 6 | -2 | 1 | -4 | 28 | nt | -7 | -3&-5 |
| S100A4 MyoIIA | -3 | 2 | 10 | 7 | -4 | 6 | -7 | -5&-2 |
| SIRT5 block | 1 | -4 | -3 | 2 | 1 | 5 | -4 | 2&5 |

#9 CS(=O)(=O)c1cnc(-c2ccccc2)nc1-c1ccccc1Cl
#10 O=C(NC[C@H]1[C@H](c2ccccc2)[C@@H](CO)N1C(=O)Cc1cccnc1)C1CC1
#11 CCCNC(=O)C[C@H]1CC[C@H]2[C@H](COc3ccc(NC(=O)c4cccc(F)c4)cc3C(=O)N2C)O1
#12 O=C(Nc1ccc(F)cc1F)c1ccc2nc(N3CCOCC3)sc2c1
#13 Cc1sc(NC(=O)CCC(=O)O)c(C(N)=O)c1-c1ccccc1
#14 Cc1cccc(Nc2nnc(SCC(=O)c3ccc(O)cc3O)s2)c1
#15 C[C@@H]1CN([C@H](C)CO)C(=O)c2cc(NC(=O)Nc3ccc4c(c3)OCO4)ccc2O[C@H]1CN(C)S(=O)(=O)c1cn(C)cn1
#16 COc1ccc(C(=O)NC2CCc3ccccc32)cc1OC1CCN(C(C)C)CC1 (configuration not stated)

| Assay by compound | 9 | 10 | 11 | 12 | 13 | 14 | 15 | 16 |
| --- | --- | --- | --- | --- | --- | --- | --- | --- |
| C2C12 statin | nt | -7 | 9 | -42 | nt | 5 | nt | 3 |
| LGR2 antag | 8 | 1 | -5 | -21 | 3 | -5 | -3 | -1 |
| Casp6 inh | 6 | -1 | 1 | 1 | -5 | 1 | 0 | -4 |
| FN deposition inh | -12 | 1 | -16 | -26 | -3 | 3 | nt | 3 |
| esBAF inh | nt | 0 | 1 | 42* | nt | -1 | 0 | 9 |
| S100A4 MyoIIA | 13 | -12 | 1 | -1 | -3 | -26 | -3 | 3 |
| SIRT5 block | 3 | -2 | -3 | nt | -6 | -10 | 0 | -4 |

#17 C=CCN(CC=C)CCCOc1ccccc1C(=O)OC
#18 CCN1C(=O)N(c2cccc3ccccc23)C(C)=CC1(C)C
#19 COc1ccc(CNc2nc(Cl)c(C#N)s2)cc1
#20 CCCOc1ccc(C(=O)CCNc2ccc(C)c(Cl)c2)cc1
#21 C[C@@H]1CN([C@@H](C)CO)C(=O)c2cccc(NS(C)(=O)=O)c2O[C@@H]1CN(C)Cc1ccc(Oc2ccccc2)cc1
#22 CO[C@@H]1CN(C)C(=O)c2cc(NS(=O)(=O)c3cccc(F)c3)ccc2OC[C@H](C)NC[C@H]1C
#23 COc1ccc(CN(C)C[C@@H]2OCCCC[C@@H](C)Oc3ccc(NS(=O)(=O)c4ccc(F)cc4)cc3C(=O)N([C@@H](C)CO)C[C@H]2C)cc1
#24 CC(=O)Nc1cccc(-c2nc3ccccc3n2C(C(=O)NC(C)(C)C)C2CC2)c1 (configuration not stated)

| Assay by compound | 17 | 18 | 19 | 20 | 21 | 22 | 23 | 24 |
| --- | --- | --- | --- | --- | --- | --- | --- | --- |
| C2C12 statin | nt | 15 | nt | 1 | 10 | -2 | nt | nt |
| LGR2 antag | -4 | 7 | -47 | 16 | 3 | -2 | 1 | -10 |
| Casp6 inh | -8 | nt | 5 | nt | 0 | nt | 1 | -1 |
| FN deposition inh | nt | nt | -7 | nt | nt | -8 | 4 | 3 |
| esBAF inh | nt | 1 | nt | -12 | -1 | -2 | 0 | nt |
| S100A4 MyoIIA | 1 | nt | 0 | nt | -6 | -2 | -1 | -19 |
| SIRT5 block | 0 | nt | -2 | nt | 7 | -1 | 4 | -4 |

#25 COc1ccc(S(=O)(=O)NCC2CCC(C(=O)NCc3cccnc3)CC2)cc1 (configuration not stated)
#26 CCC(C)(C)n1nnnc1C(c1ccc(C)cc1)N1CCCC1 (configuration not stated)
#27 C[C@@H]1CN([C@@H](C)CO)C(=O)c2cc(NC(=O)c3ccncc3)ccc2O[C@H]1CN(C)S(=O)(=O)c1cccs1
#28 COc1ccccc1NC(=O)Nc1ccccc1SC
#29 CC1(OC(=O)CCc2ccccc2)C(=O)C=C2C=C3CCCN3C=C2C1=O (configuration not stated)
#30 CN1CCN(C(=O)CSc2nnc(COc3ccc(Cl)cc3)o2)CC1
#31 CCOc1cccc(NC(=O)/C(C#N)=C\c2cn(CC(=O)O)c3ccccc23)c1
#32 CN1CCN(CC(O)COCc2ccc3c(c2)OCO3)CC1 (configuration not stated)

| Assay by compound | 25 | 26 | 27 | 28 | 29 | 30 | 31 | 32 |
| --- | --- | --- | --- | --- | --- | --- | --- | --- |
| C2C12 statin | nt | -1 | 10 | nt | 2 | -2 | 4 | 3 |
| LGR2 antag | -15 | -2 | -13 | -1 | 8 | 11 | 20 | -11 |
| Casp6 inh | 1 | -3 | 0 | 1 | 32 | -7 | 32 | 0 |
| FN deposition inh | 2 | nt | -2 | -1 | 19 | 0 | 0 | nt |
| esBAF inh | nt | -2 | -1 | nt | 4 | -2 | 1 | -6 |
| S100A4 MyoIIA | 3 | -3 | -28 | 2 | 0 | -2 | -5 | -6 |
| SIRT5 block | -5 | -4 | 2 | 6 | nt | -1 | 4 | 0 |

#33 CCOC(=O)c1c(C)n(C)c2ccc(OC(=O)c3ccc(N4C(=O)CCC4=O)cc3)cc12
#34 Cc1noc(C)c1S(=O)(=O)Nc1ccc2c(c1)C(=O)N([C@@H](C)CO)C[C@@H](C)[C@H](CN(C)S(=O)(=O)c1cccs1)O2
#35 CC1CC(C)CN(C(=O)CCc2ccccc2)C1 (configuration not stated)
#36 CO[C@@H]1CN(C)C(=O)c2ccc(NC(=O)C3CCCC3)cc2OC[C@@H](C)N(CCC(F)(F)F)C[C@H]1C
#37 C[C@@H]1CN([C@H](C)CO)C(=O)c2cccc(NC(=O)Nc3cccc4ccccc34)c2O[C@@H]1CN(C)S(=O)(=O)c1ccccc1
#38 CCn1cc(C(=O)Nc2cccc(C(=O)OC)c2)c(=O)c2ccc(C)nc21
#39 O=C1CC(c2ccccc2Cl)=NN(c2ncnc3ccccc23)C1=O
#40 CC(=O)Nc1ccc(CN2CCCCCC2)cc1

| Assay by compound | 33 | 34 | 35 | 36 | 37 | 38 | 39 | 40 |
| --- | --- | --- | --- | --- | --- | --- | --- | --- |
| C2C12 statin | nt | 20 | nt | 3 | 4 | -22 | 2 | 3 |
| LGR2 antag | -13 | -2 | -25 | 12 | -2 | nt | -16 | 12 |
| Casp6 inh | -1 | 1 | -4 | 1 | 2 | nt | 4 | -49 |
| FN deposition inh | 7 | nt | -2 | -11 | nt | -5 | -5 | 4 |
| esBAF inh | nt | 6 | nt | 3 | 3 | -4 | 2 | -1 |
| S100A4 MyoIIA | -7 | -47 | -4 | -1 | 11 | nt | -2 | 0 |
| SIRT5 block | -2 | 0 | -2 | 8 | 3 | nt | -3 | -1 |

In the list so far, these have a furan ring, fused or not:
#1 O=C(Nc1cccc(S(=O)(=O)NCc2ccco2)c1)c1cccc(Cl)c1
#4 O=C(NCc1ccccc1)c1ccc(CS(=O)(=O)c2ccc(Br)cc2)o1
#7 Cc1ccc(-c2cc(-c3ccccc3)nc(N)c2C#N)o1

| Assay by compound | 1 | 4 | 7 |
| --- | --- | --- | --- |
| C2C12 statin | 6 | -3 | -3 |
| LGR2 antag | 2 | 2 | -15 |
| Casp6 inh | 5 | 0 | 0 |
| FN deposition inh | 4 | 4 | 3 |
| esBAF inh | 6 | -4 | -7 |
| S100A4 MyoIIA | -3 | 7 | -7 |
| SIRT5 block | 1 | 2 | -4 |

The listing continues.
#41 Cc1ccccc1OCC(=O)OCC(=O)NCCc1ccccc1
#42 COC(=O)c1ccc(COC(=O)c2ccc(N(C)C)cc2)cc1
#43 O=C(COc1ccc2ccc(=O)oc2c1)c1ccccc1
#44 COc1ccccc1NC(=O)NCC(c1ccco1)N1CCCCC1 (configuration not stated)
#45 CC(C)C(=O)Nc1sc2c(c1C(N)=O)CCN(Cc1ccccc1)C2
#46 CCOc1ccccc1NC(=O)C1CCCN(C(=O)NCc2ccccc2)C1 (configuration not stated)
#47 COCc1cc(=O)[nH]c2c1c(-c1ccccc1)nn2C
#48 C=CCC1(CC=C)CCCN1C(=O)CC1C(=O)NCCN1Cc1ccc(OC)c(OC)c1 (configuration not stated)
#49 CCN(CC)C(=O)CSc1nnc(-c2c[nH]c3ccccc23)o1
#50 Nc1ncnc2c1ncn2[C@@H]1O[C@H](C(=O)N2CCN(c3ccc(Cl)cn3)CC2)[C@@H](O)[C@H]1O
#51 CCCO/N=C1/C(=O)N(c2ccccc2)c2ccccc21

| Assay by compound | 41 | 42 | 43 | 44 | 45 | 46 | 47 | 48 | 49 | 50 | 51 |
| --- | --- | --- | --- | --- | --- | --- | --- | --- | --- | --- | --- |
| C2C12 statin | 2 | 0 | 2 | nt | 4 | 17 | 5 | nt | -2 | 3 | nt |
| LGR2 antag | 2 | -25 | -13 | 6 | -29 | nt | 6 | 21 | -54 | -11 | -22 |
| Casp6 inh | 1 | nt | 0 | -3 | -1 | nt | 0 | 0 | 19 | 2 | 11 |
| FN deposition inh | -5 | nt | 3 | 15 | -1 | 9 | -6 | 0 | -5 | -8 | -10 |
| esBAF inh | -9 | -8 | 17 | nt | 10 | -4 | -14 | nt | 26 | -2 | nt |
| S100A4 MyoIIA | -1 | nt | 0 | -3 | -1 | nt | 1 | -6 | -21 | -5 | 0 |
| SIRT5 block | -3 | nt | -4 | -1 | 5 | nt | -2 | -2 | -1 | -6 | -2 |

An excerpt from above in order of SMILES length, rising:
#43 O=C(COc1ccc2ccc(=O)oc2c1)c1ccccc1
#47 COCc1cc(=O)[nH]c2c1c(-c1ccccc1)nn2C
#49 CCN(CC)C(=O)CSc1nnc(-c2c[nH]c3ccccc23)o1

| Assay by compound | 43 | 47 | 49 |
| --- | --- | --- | --- |
| C2C12 statin | 2 | 5 | -2 |
| LGR2 antag | -13 | 6 | -54 |
| Casp6 inh | 0 | 0 | 19 |
| FN deposition inh | 3 | -6 | -5 |
| esBAF inh | 17 | -14 | 26 |
| S100A4 MyoIIA | 0 | 1 | -21 |
| SIRT5 block | -4 | -2 | -1 |

An excerpt of these results, field by field.
#18 CCN1C(=O)N(c2cccc3ccccc23)C(C)=CC1(C)C
  C2C12 statin: 15
  LGR2 antag: 7
  Casp6 inh: nt
  FN deposition inh: nt
  esBAF inh: 1
  S100A4 MyoIIA: nt
  SIRT5 block: nt

#19 COc1ccc(CNc2nc(Cl)c(C#N)s2)cc1
  C2C12 statin: nt
  LGR2 antag: -47
  Casp6 inh: 5
  FN deposition inh: -7
  esBAF inh: nt
  S100A4 MyoIIA: 0
  SIRT5 block: -2

Source: PubChem BioAssay
